# LYPLA2 counter = LYPLA2 inhibitors, primary screen, counter-screen for PME1 inhibitor project, biochemical, fluorescence polarization, FP-Rh probe ABPP | 320,000 compounds, 0.38% hits | inhibition, % at 5.9 µM | recombinant LYPLA2 | Acyl-protein thioesterase 2 (Homo sapiens), O95372;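 active = inhibition above the screen-wide mean plus 3 SD, limit set per campaign, cut at about 26% in these data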;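 also: 0% = LYPLA2 with DMSO and 100% = wells lacking LYPLA2 enzyme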
# ZTA DNA inh = ZTA (EBV) inhibition in EBNA-1 counter-screen; ZTA-DNA binding, fluorescence polarization; inhibition, % at 11 µM; 320,000 compounds, 0.15% hits; in the data active = inhibition above about 33%
# Target sequence (P03206 whole entry, looked up): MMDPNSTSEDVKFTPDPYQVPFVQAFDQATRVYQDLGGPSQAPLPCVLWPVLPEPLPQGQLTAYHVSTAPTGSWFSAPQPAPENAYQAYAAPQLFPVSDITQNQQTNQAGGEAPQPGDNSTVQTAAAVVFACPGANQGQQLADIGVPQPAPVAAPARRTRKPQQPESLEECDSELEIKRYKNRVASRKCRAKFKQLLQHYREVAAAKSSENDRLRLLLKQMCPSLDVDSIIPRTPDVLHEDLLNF
# PREPL inhibitor = PREPL enzyme inhibitors, primary screen, biochemical, fluorescence polarization. recombinant PREPL, fluorescence polarization activity-based probe. inhibition, % at 5.96 µM. 320,000 compounds, 0.68% hits. AID 2751, 2010. Prolyl endopeptidase-like (Homo sapiens), Q4J6C6; in the data active = inhibition above about 43%;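 also: 0% = enzyme with DMSO and 100% = wells lacking enzyme; many of its hits are not listed in these tables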
# Target sequence (Q4J6C6 whole entry, looked up): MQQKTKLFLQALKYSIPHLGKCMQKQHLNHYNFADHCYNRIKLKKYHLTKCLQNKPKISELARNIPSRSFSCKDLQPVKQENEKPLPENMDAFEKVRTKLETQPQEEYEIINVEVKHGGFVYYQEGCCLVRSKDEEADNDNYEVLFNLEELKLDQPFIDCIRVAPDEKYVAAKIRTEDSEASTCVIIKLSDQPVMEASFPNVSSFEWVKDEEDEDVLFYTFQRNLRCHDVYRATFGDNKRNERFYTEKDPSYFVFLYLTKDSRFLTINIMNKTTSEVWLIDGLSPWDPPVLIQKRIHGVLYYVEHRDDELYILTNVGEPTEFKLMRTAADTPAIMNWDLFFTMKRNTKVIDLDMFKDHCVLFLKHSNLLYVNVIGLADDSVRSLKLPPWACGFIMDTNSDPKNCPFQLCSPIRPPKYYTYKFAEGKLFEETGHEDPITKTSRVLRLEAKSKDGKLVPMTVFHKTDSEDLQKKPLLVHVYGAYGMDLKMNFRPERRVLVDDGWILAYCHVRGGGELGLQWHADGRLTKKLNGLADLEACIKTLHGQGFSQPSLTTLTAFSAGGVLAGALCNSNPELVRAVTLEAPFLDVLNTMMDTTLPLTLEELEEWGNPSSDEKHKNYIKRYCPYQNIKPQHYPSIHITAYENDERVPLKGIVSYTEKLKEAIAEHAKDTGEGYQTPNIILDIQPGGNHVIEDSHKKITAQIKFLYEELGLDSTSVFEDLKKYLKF
# LYPLA1 counter = LYPLA1 inhibitors, primary screen, counter-screen for PME1 inhibitor project, biochemical, fluorescence polarization, FP-Rh probe ABPP; Acyl-protein thioesterase 1 (Homo sapiens), O75608; recombinant LYPLA1; inhibition, % at 5.9 µM; 320,000 compounds, 0.16% hits; AID 2174, 2009;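 active = inhibition above the mean of all tested compounds plus 3 SD, set per campaign, cut at about 14% in these data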;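 also: inhibitors block serine hydrolase probe labeling of LYPLA1 so polarization falls; 0% = enzyme with DMSO and 100% = wells lacking LYPLA1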
# PAFAH1B3 FP inh = PAFAH1B3 enzyme inhibitors, primary screen, biochemical, fluorescence polarization, human | Platelet-activating factor acetylhydrolase IB subunit alpha1 (Homo sapiens), Q15102 | recombinant PAFAH1B3, FP-rhodamine probe | inhibition, % at 3.39 µM | 340,000 compounds, 0.28% hits | AID 492972, 2010;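 active = inhibition above the screen-wide average of all tested compounds plus 3 SD, cut at about 25% in these data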;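 also: 0% = enzyme with DMSO only and 100% = wells lacking PAFAH1B3 protein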
# GSTO1 counter = inhibitors of recombinant GSTO1, primary screen, counter-screen for RBBP9 inhibitor project, biochemical, fluorescence polarization | 300,000 compounds, 1.1% hits | inhibition, % at 5.96 µM | activity-based probe fluorescence polarization | Glutathione S-transferase omega-1 (Homo sapiens), P78417;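 active = inhibition above the campaign mean inhibition plus 3 SD, cut at about 35% in these data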;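 also: 0% = GSTO1-1 with DMSO and 100% = wells lacking GSTO1-1 enzyme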
# EBNA-1 inh = EBNA-1 DNA-binding inhibitors, primary screen, biochemical, fluorescence polarization | 300,000 compounds, 0.34% hits | AID 1950, 2009 | inhibition, % at 14.8 µM; in the data active = inhibition above about 28%
# PAFAH2 inh = PAFAH2 enzyme inhibitors, primary screen, biochemical, fluorescence polarization, human; AID 492956, 2010; Platelet-activating factor acetylhydrolase 2, cytoplasmic (Homo sapiens), Q99487; recombinant PAFAH2, FP-rhodamine activity probe; inhibition, % at 3.39 µM; 340,000 compounds, 0.99% hits;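 active = inhibition above the mean over all tested compounds plus 3 SD, cut at about 30% in these data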;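 also: inhibitors block probe labeling of enzyme so polarization drops; 0% = enzyme with DMSO and 100% = wells lacking PAFAH2 protein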
# PAD4 inh = human PAD4 inhibitors, primary screen, biochemical, fluorescence polarization, 1536-well format; Protein-arginine deiminase type-4 (Homo sapiens), Q9UM07; recombinant PAD4, RCA probe fluorescence polarization; inhibition, % at 6.36 µM; 330,000 compounds, 0.41% hits;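 active = percent inhibition above a cutoff equal to the mean of all tested compounds plus 3 SD, cut at about 15% in these data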;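 also: 0% = PAD4 with RCA probe and DMSO and 100% = probe without PAD4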
# * hit, by the source's call; · = no result given. Some of the compounds tested; the hit share may differ from the screen's.
no.	Molecule	LYPLA2 counter	ZTA DNA inh	PREPL inhibitor	LYPLA1 counter	PAFAH1B3 FP inh	GSTO1 counter	EBNA-1 inh	PAFAH2 inh	PAD4 inh
1	Cc1cccc(C)c1NC(=S)/C(=C(\[O-])c1cccs1)[n+]1ccccc1	-5	4	3	1	6	1	2	7	-4
2	CN(CCOc1ccccc1)C(=O)c1cc(-c2ccco2)nc2ccccc12	5	-11	-1	-5	5	·	·	9	-10
3	Cc1ccc(NCc2nc3ccccc3n2C)c(C)c1	2	-2	6	0	5	-4	7	-1	1
4	O=C(Nc1ccccc1)c1sc2cc(C(F)(F)F)cnc2c1-c1cccs1	-11	-2	-12	-2	1	2	6	3	-1
5	Cn1ccnc1/C(=N\NC(=O)c1ccc(O)cc1)c1cccc([N+](=O)[O-])c1	3	17	3	2	0	14	9	7	3
6	CC(=O)Nc1c2c(nn1-c1ccc(C)cc1)CSC2	0	5	4	-2	4	5	0	2	0
7	CC(C)CN(C(=O)COc1ccc2ccc(=O)oc2c1)C1CCS(=O)(=O)C1 (stereo unspecified)	11	-10	17	2	3	6	2	0	6
8	Cc1ccc(N(Cc2ccc([N+](=O)[O-])cc2)C(=O)c2ccco2)cc1C	2	9	25	-3	4	-6	-4	2	1
9	CCn1nc(C)c(NC(=O)/C=C/c2cnn(C)c2C)c1C	2	2	-3	2	3	-6	11	-2	-3
10	CC(C)C(NC(=S)NCc1ccccc1)C(=O)O (stereo unspecified)	-1	4	-16	2	-6	7	3	-4	1
11	CCc1nn(CC(=O)NCCN2CCN(C)CC2)c(=O)c2cc3c(OC)cccc3n12	10	10	9	3	5	-2	0	-7	4
12	Cc1nn(Cc2ccc([N+](=O)[O-])cc2)c(=O)n1-c1cccc(F)c1	9	-1	3	0	-1	-1	8	-1	-2
13	O=C(CNC(=O)c1ccco1)N/N=C/c1ccc(O)c([N+](=O)[O-])c1	4	-22	9	2	12	9	0	-3	0
14	C=CCSc1nnc(Cc2c(C)[nH]c3ccccc23)o1	5	14	-2	2	1	2	2	2	-1
15	O=C(Nc1ccccc1Cl)c1cccc(NC(=O)C2CCCC2)c1	4	-7	0	-1	3	-2	-2	2	0

# A second format for some results above:
# Below each compound: LYPLA2 counter, ZTA DNA inh, PREPL inhibitor, LYPLA1 counter, PAFAH1B3 FP inh, GSTO1 counter, EBNA-1 inh, PAFAH2 inh, PAD4 inh
9: CCn1nc(C)c(NC(=O)/C=C/c2cnn(C)c2C)c1C
    2, 2, -3, 2, 3, -6, 11, -2, -3
5: Cn1ccnc1/C(=N\NC(=O)c1ccc(O)cc1)c1cccc([N+](=O)[O-])c1
    3, 17, 3, 2, 0, 14, 9, 7, 3
3: Cc1ccc(NCc2nc3ccccc3n2C)c(C)c1
    2, -2, 6, 0, 5, -4, 7, -1, 1
15: O=C(Nc1ccccc1Cl)c1cccc(NC(=O)C2CCCC2)c1
    4, -7, 0, -1, 3, -2, -2, 2, 0
8: Cc1ccc(N(Cc2ccc([N+](=O)[O-])cc2)C(=O)c2ccco2)cc1C
    2, 9, 25, -3, 4, -6, -4, 2, 1
4: O=C(Nc1ccccc1)c1sc2cc(C(F)(F)F)cnc2c1-c1cccs1
    -11, -2, -12, -2, 1, 2, 6, 3, -1

# (further entries)
no.	Molecule	LYPLA2 counter	ZTA DNA inh	PREPL inhibitor	LYPLA1 counter	PAFAH1B3 FP inh	GSTO1 counter	EBNA-1 inh	PAFAH2 inh	PAD4 inh
16	CCOC(=O)Cn1nc(-c2ccc(C)cc2)c2ccccc2c1=O	-2	-3	-3	2	-1	-4	-6	0	-2
17	COc1ccc(OC)c(N/C(=N/C(=S)Nc2ccccc2)Nc2nc(C)cc(C)n2)c1	-1	-5	-2	-2	·	7	-3	·	4
18	CCC[C@@H](NS(=O)(=O)c1ccc(C)cc1)C(=O)Oc1ccc2c3c(c(=O)oc2c1)CCC3	6	-12	40	1	1	-3	-11	-3	0
19	Cc1ccc(NC(=O)CSc2nc3c(c(=O)[nH]2)CCCC3)cc1C	2	-9	4	-2	2	-2	3	20	1
20	CN1C(=O)C2C(c3ccc(N(C)C)cc3)=NN(Cc3ccccc3)C2C1=O (stereo unspecified)	7	-5	0	5	8	7	0	12	-4
21	CCOc1ccc(OCC)c(NC(=O)CN(c2ccc(C)cc2)S(=O)(=O)c2c(C)noc2C)c1	0	0	9	1	1	0	-5	-8	-2
22	O=C(NCc1ccc(F)cc1)C(c1cccs1)N(C(=O)c1csnn1)C1CC1 (stereo unspecified)	3	-4	-15	0	7	1	-14	-5	-6
23	O=C(O)c1ccc(N=c2oc3cc(O)ccc3cc2C(=O)NCc2ccccc2)cc1	-2	11	8	2	16	-25	-7	54*	-9
24	Cc1ccccc1C(=O)N1CCC(C(=O)N(CC(C)C)c2c(N)n(CC(C)C)c(=O)[nH]c2=O)CC1	5	-17	5	2	2	·	·	7	4
25	Clc1ccc(-c2ccc(CN3CCCCC3)o2)cc1	-4	-6	5	-1	-4	3	-4	3	3
26	O=C(NC1CCCCC1)c1cccc2c1C(=O)c1ccc(-c3ccc(OC(F)(F)F)cc3)cc1S2(=O)=O	·	·	7	·	-6	·	·	7	-2
27	CCn1c(SCC(=O)NNC(=O)Cc2ccccc2)nnc1-c1ccncc1	-2	-19	-3	0	1	6	-4	-9	-2
28	C=CCn1c2ccccc2c(=O)c2cc(C#CC3(O)CCCCC3)ccc21	-25	6	-4	-14	-3	-9	20	-2	3
29	CCOC(=O)c1cn(CC)c2c(ccc3ccccc32)c1=O	-2	7	-43	-1	7	3	2	-1	-1
30	CCC(C(=O)NCCc1ccco1)n1nc(C)c2c(C)n(-c3ccccc3)nc2c1=O (stereo unspecified)	4	1	-2	2	4	1	-4	0	-2

# Later entries.
no.	Molecule	LYPLA2 counter	ZTA DNA inh	PREPL inhibitor	LYPLA1 counter	PAFAH1B3 FP inh	GSTO1 counter	EBNA-1 inh	PAFAH2 inh	PAD4 inh
31	CC(Oc1ccc(Cl)cc1Cl)C(=O)NNC(=O)c1ccncc1 (stereo unspecified)	-4	0	-15	-3	6	-2	6	-2	-1
32	CCCCCN1CSC(=S)N(Cc2ccccc2)C1	-5	1	14	-2	15	5	-4	-1	-5
33	N#C/C(=N\Nc1ccc(Cl)cc1)C(=O)c1ccccc1	0	-10	-2	3	-3	7	6	25	-6
34	COc1cc(C(=O)Nc2ccc3c(c2)OCCO3)c(-n2cnnn2)cc1OC	-3	-2	3	-2	3	4	0	-6	1
35	COc1ccccc1NC(=O)CN(c1ccccc1)S(=O)(=O)c1ccccc1	4	10	-23	2	1	3	9	-3	0
36	CCN(CC)c1ccc(/C=N/NC(=O)c2cccc(S(=O)(=O)Nc3ccccc3OC)c2)c(O)c1	4	6	19	-7	18	-54	-8	9	1
37	NC(=O)COC(=O)C1CSC2(c3ccc(F)cc3)CCC(=O)N12 (stereo unspecified)	-3	-3	-4	1	-2	1	-10	-4	-5
38	CCc1ccc2c(CN3CCN(S(=O)(=O)c4ccc5c(c4)OCCO5)CC3)cc(=O)oc2c1	2	6	-13	2	-1	-2	3	3	-4
39	Cc1cccc(C)c1NC(=O)COC(=O)C1Cc2ccccc2CN1C(=O)c1ccccc1 (stereo unspecified)	6	4	3	3	0	1	10	0	1
40	O=C1OCC2=C1C(c1ccccc1)CC(=O)N2c1cccc(F)c1 (stereo unspecified)	1	-10	23	0	2	11	9	-1	1
41	O=C1CCCC2=C1Sc1ccc(Cl)cc1N2	5	-5	2	0	5	6	-4	-1	-1
42	O=C1CN(C(=O)c2ccc(Cl)c(S(=O)(=O)N3CCc4ccccc43)c2)c2ccccc2N1	-2	-3	18	-3	0	11	-3	3	0
43	CCCCC(=O)NCCNc1nc2c(c(=O)n(C)c(=O)n2C)n1Cc1ccccc1	-3	6	3	0	-1	6	-3	6	0
44	c1coc(CNc2c3c(nc4ncnn24)CCC3)c1	5	-1	7	-2	5	2	10	-9	3
45	N#C/C(=C\c1ccncc1)C(=O)Nc1ccc(C(=O)O)cc1	2	10	-4	-2	2	-5	9	5	-4

# (next part)
no.	Molecule	LYPLA2 counter	ZTA DNA inh	PREPL inhibitor	LYPLA1 counter	PAFAH1B3 FP inh	GSTO1 counter	EBNA-1 inh	PAFAH2 inh	PAD4 inh
46	O=C(Cc1ccccc1)Nc1nnc(-c2ccccc2)o1	-4	11	-2	2	-1	3	6	3	-1
47	CCc1ccc(C(=O)C(C)OC(=O)Cc2n[nH]c(=O)c3ccccc23)cc1 (stereo unspecified)	8	-5	-3	4	-1	-3	-2	0	2
48	Cc1ccc(N(CC(=O)NN=C2CCN(C)CC2)S(=O)(=O)c2ccccc2)c(C)c1	-1	-28	2	-7	6	6	-1	-6	-3
49	CCC(C)N(C(=O)C(F)(F)F)C(C(=O)NC1CCCCC1)c1ccncc1 (stereo unspecified)	4	-22	2	0	0	5	-19	7	-5
50	CCN1C(=O)CC(N2CCN(C(c3ccccc3)c3ccccc3)CC2)C1=O (stereo unspecified)	0	-1	-2	-2	4	1	-10	1	-2
51	CC1CCCN(CCCOc2ccc(Br)cc2Cl)C1 (stereo unspecified)	10	20	30	1	8	-1	6	0	4
52	Cc1nnc(NC(=O)CCC(=O)N2CCN(CCOc3cccc4ccccc34)CC2)s1	5	17	17	1	·	14	0	·	-2

# Record cards, from the list above.
# `CCc1ccc(C(=O)C(C)OC(=O)Cc2n[nH]c(=O)c3ccccc23)cc1` (stereo unspecified) in the list: LYPLA2 counter = 8; ZTA DNA inh = -5; PREPL inhibitor = -3; LYPLA1 counter = 4; PAFAH1B3 FP inh = -1; GSTO1 counter = -3; EBNA-1 inh = -2; PAFAH2 inh = 0; PAD4 inh = 2
# `Cc1nnc(NC(=O)CCC(=O)N2CCN(CCOc3cccc4ccccc34)CC2)s1` in the list: LYPLA2 counter = 5; ZTA DNA inh = 17; PREPL inhibitor = 17; LYPLA1 counter = 1; PAFAH1B3 FP inh = ·; GSTO1 counter = 14; EBNA-1 inh = 0; PAFAH2 inh = ·; PAD4 inh = -2
